Screens: PubChem BioAssay, several laboratories
TRPC4 inh: blocks the mouse TRPC4 cation channel. Q9QUQ5. HEK293 TRPC4beta/mu-opioid, DAMGO-evoked Fluo4 calcium flux; hits give low values. B-score at 10 µM. 0.39% of 300,000 active. AID 2247;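 active means B-score over 3 SD under the library average, no early fluorescence shift, positive overall ratio signal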
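Assay system: TRPC4beta/mu-opioid receptor HEK293 cell line; compound dosing: single concentration per test compound; detection: Fluo4 Ca2+ flux fluorescence; evaluation: per-well B score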
TRPC4 agonist: activators of mouse TRPC4 channel; B-score at 10 µM; 0.49% of 310,000 active; AID 2237; HEK293 TRPC4beta/mu-opioid, Fluo4 calcium fluorescence; hits give high values; Q9QUQ5;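 active means B-score above 5 SD of library B-scores, and initial fluorescence ratio not above library mean plus 5 SD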;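 further: positive B-score marks a calcium rise read as TRPC4 activation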
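system = HEK293 cells stably co-expressing mouse TRPC4beta and mu-opioid receptor | schedule = Fluo4 dye loading 45 min at room temperature, 110 s recording | measure = B-scored integrated calcium fluorescence ratio | signal = Fluo4 calcium-sensitive dye fluorescence, kinetic, 1 Hz baseline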
TMEM16A act: activates or potentiates the mouse TMEM16A chloride channel. Q8BHY3. HEK293 TMEM16A/YFP-H148Q/I152L, iodide quench fluorescence; hits give low values. B-score at 10 µM. 0.3% of 340,000 active. AID 623877;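 active means fluorescence-ratio B-score plate-corrected deviation score at least 3 library SD below zero, with starting fluorescence score within 5 deviations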;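 further: channel opened by trigger with iodide after compound preincubation; score built on the fluorescence ratio of max minus min over baseline; more negative score means more quench and so TMEM16A activation or potentiation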
MrgX1 ag: agonists of human MrgX1 receptor; B-score at 10 µM; 0.44% of 310,000 active; MrgX1-HEK293 cells, Fluo-4 calcium fluorescence, agonist mode; hits give high values;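 active means calcium response B-score plate-corrected fluorescence ratio at least 3 library SD, with starting fluorescence B-score inside 5 SD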
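Test system: Stable human MrgX1 HEK293 cell line | Schedule: Overnight plating before 1 h dye loading | Read-out basis: Baseline-normalised fluorescence change ratio, B-scored | Detection: Kinetic calcium dye fluorescence, Fluo-4 NW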
TRPC6 inhibitor: inhibitors of mouse TRPC6 channel. 1.1% of 310,000 active. B-score at 10 µM. HEK293-TRPC6, membrane potential dye, ACh-evoked depolarization; hits give low values. Q61143. AID 2553;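 active means B-score under library mean minus 3 SD, initial fluorescence not abnormally high, positive integrated signal ratio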;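 further: B-score derived from integrated fluorescence ratio over the kinetic read; more negative B-score means stronger inhibition of depolarization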
Target sequence (Q61143 whole entry, looked up): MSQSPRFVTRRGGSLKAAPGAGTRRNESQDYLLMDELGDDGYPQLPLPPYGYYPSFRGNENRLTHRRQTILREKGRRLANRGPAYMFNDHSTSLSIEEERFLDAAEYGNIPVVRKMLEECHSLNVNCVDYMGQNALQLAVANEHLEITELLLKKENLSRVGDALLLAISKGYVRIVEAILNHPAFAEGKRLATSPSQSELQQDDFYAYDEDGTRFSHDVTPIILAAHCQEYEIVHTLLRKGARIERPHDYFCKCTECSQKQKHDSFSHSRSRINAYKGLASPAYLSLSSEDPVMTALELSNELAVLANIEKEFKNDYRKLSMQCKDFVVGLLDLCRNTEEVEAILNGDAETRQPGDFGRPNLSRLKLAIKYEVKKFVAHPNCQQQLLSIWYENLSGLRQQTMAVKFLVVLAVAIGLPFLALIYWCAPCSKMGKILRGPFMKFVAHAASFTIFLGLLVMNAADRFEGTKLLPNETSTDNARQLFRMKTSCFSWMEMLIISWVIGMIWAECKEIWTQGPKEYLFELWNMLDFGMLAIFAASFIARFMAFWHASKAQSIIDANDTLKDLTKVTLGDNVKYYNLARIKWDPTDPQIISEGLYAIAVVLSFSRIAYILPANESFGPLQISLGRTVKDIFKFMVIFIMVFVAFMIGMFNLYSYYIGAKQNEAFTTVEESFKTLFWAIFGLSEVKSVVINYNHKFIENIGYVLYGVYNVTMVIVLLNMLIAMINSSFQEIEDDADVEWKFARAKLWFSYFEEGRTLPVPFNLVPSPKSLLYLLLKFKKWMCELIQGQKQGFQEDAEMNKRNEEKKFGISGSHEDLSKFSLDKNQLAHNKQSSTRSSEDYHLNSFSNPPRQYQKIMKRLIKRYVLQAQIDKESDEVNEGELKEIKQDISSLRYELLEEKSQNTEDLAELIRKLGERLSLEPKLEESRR
TRPC4 PAM: TRPC4 (mouse) allosteric potentiation. B-score at 10 µM. AID 2227. HEK293 TRPC4beta/mu-opioid, DAMGO EC20, Fluo-4 Ca2+ flux; hits give high values. 0.42% of 310,000 active;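 active means B-score of calcium response area above 5 SD of library B-scores, with initial fluorescence ratio within 5 SD of library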;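 further: B-score of integrated fluorescence ratio over time as area under calcium response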
TRPC6 activator: mouse TRPC6 channel activation; Q61143; HEK293-TRPC6 membrane potential dye fluorescence; hits give high values; B-score at 10 µM; 0.13% of 310,000 active;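 active means B-score of the integrated fluorescence ratio above library mean plus 3 SD, and starting fluorescence ratio within library mean plus 5 SD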;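 further: higher score means more depolarization so channel activation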
MrgX1 allo act: human MrgX1 positive allosteric modulation, primary screen; Q96LB2; MrgX1-HEK293, Fluo-4 calcium flux, FDSS; hits give high values; B-score at 10 µM; 0.63% of 310,000 active; AID 588675;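 active means plate-corrected calcium response at least 3 library SD above typical, normal starting fluorescence, not activating the receptor alone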;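 further: compound read alongside a low EC10 to EC30 dose of BAM8-22 agonist; peak minus trough fluorescence over baseline measured at the second addition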
ANO1 block: mouse TMEM16A channel inhibition, primary screen. HEK293 TMEM16A/YFP iodide influx fluorescence, ionomycin. normalized B-score (activity score, 25-100; higher = stronger inhibition) at 10 µM. 1.2% of 310,000 active. AID 588511;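 active means ratio plate-corrected score three or more library SD toward inhibition, starting fluorescence score within five deviations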;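 further: score derived from kinetic fluorescence span divided by baseline fluorescence per well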
SKKanGAS inh: blocks kanamycin growth of S. pyogenes SKKanGAS strain | BacTiter-Glo, 6 h | AID 1662 | 1.3% of 300,000 active | inhibition, % at 7.5 µM;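 active means mean replicate score, as percent of positive control median, at least 50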;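 further: strain carries kanamycin resistance gene driven by streptokinase promoter and grows in 40 µg/ml kanamycin; loss of luminescence reflects streptokinase promoter inhibition or plain growth inhibition; 0% = median of DMSO wells and 100% = positive control at its reference dose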
MrgX1 antag: blocks BAM8-22 activation of human MrgX1 receptor | B-score at 10 µM | 1.3% of 310,000 active | MRGX1-HEK293 calcium flux, Fluo-4, BAM8-22 antagonism; hits give low values | Q96LB2;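 active means calcium-response B-score plate-corrected more than 3 library SD below zero, starting fluorescence within 5 deviations, no agonist response on first addition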;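 further: peak minus trough fluorescence over baseline after final BAM8-22 challenge near maximal dose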
Starred values were filed as active, the others as inactive; i = inactive; nt = no result given.

SMILES	TRPC4 inh	TRPC4 agonist	TMEM16A act	MrgX1 ag	TRPC6 inhibitor	TRPC4 PAM	TRPC6 activator	MrgX1 allo act	ANO1 block	SKKanGAS inh	MrgX1 antag
COc1ccccc1CNCC(=O)Nc1ccc(C#N)cc1	i	i	i	i	i	i	i	i	i	13.5	i
CCOC(=O)C1=C(C)NC(C)=C(C(=O)OCC)C1c1ccc(OC)cc1	i	i	i	i	i	i	i	i	i	-3.8	i
O=C1OCCC1Sc1nnc(-c2ccc(Cl)cc2)n1Cc1ccccc1 (configuration not stated)	i	i	i	i	i	i	i	i	i	-3.4	i
O=C(NCc1cccnc1)c1cnc2ccccc2n1	i	i	i	i	i	i	i	i	i	-1.0	i
Cc1cc([N+](=O)[O-])ccc1NC(=O)c1ccco1	i	i	i	i	i	i	i	i	i	-15.2	i
CC1CCCN(S(=O)(=O)c2ccc3oc(=O)ccc3c2)C1 (configuration not stated)	i	i	i	i	i	i	i	i	i	-9.7	i
O=C(NC1CC1)c1cc2cc(Br)ccc2s1	i	i	i	i	i	i	i	i	i	-2.7	i
Cc1cc(C)nc(SCc2nnc(SCC(=O)Nc3ncc(C)s3)n2Cc2ccco2)n1	i	i	i	i	i	i	i	i	i	-5.0	i
CC(C)Oc1cccc(C(=O)NC(=S)NCc2cccnc2)c1	i	i	i	i	i	i	i	i	i	-7.4	i
O=C(Cc1c(Sc2ccccc2)c2ccccc2n1Cc1ccccc1)NCCO	i	i	i	i	i	i	i	i	i	0.6	i
S=C(NCCc1ccccn1)NC1CC2CCC1C2 (configuration not stated)	i	i	i	i	i	i	i	i	i	0.6	i
O=C(CSc1ccc2c(c1)OCCO2)Nc1cccnc1Cl	i	i	i	i	i	i	i	i	i	-9.7	i
CC(C)OCCCn1c(=O)c2ccccc2n2c(CCC(=O)NCc3ccccn3)nnc12	i	i	i	i	i	i	i	i	i	1.9	i
CN(C)c1ccc(C(=O)N2CCCC(N3CCN(Cc4ccc5c(c4)OCO5)CC3)C2)cc1 (configuration not stated)	i	i	i	i	i	i	i	i	i	3.3	i
CN(C)CCC1CCN(c2cc(C#N)c(C#N)cc2[N+](=O)[O-])CC1	i	i	i	i	i	i	i	i	i	1.9	i
CCC(C)(C(=O)NC1CCCC1)N(C(=O)CC1NC(=O)NC1=O)c1c(C)n(C)n(-c2ccccc2)c1=O (configuration not stated)	i	i	i	i	i	i	i	i	i	1.1	i
CC(C)CNS(=O)(=O)c1ccc(CCC(=O)NC2CCCC2)cc1	i	i	i	i	i	i	i	i	i	2.0	i
COc1cc(OC)cc(C(=O)NCCCCNC(=O)c2cc(OC)cc(OC)c2)c1	i	i	i	i	i	i	i	i	i	-0.1	i
O=C(NCC(c1ccco1)N1CCCCC1)c1ccc(COc2ccccc2)cc1 (configuration not stated)	i	i	i	i	i	i	i	i	i	-1.5	i
CNC(=S)N(CCc1c(C)[nH]c2ccc(C)cc12)Cc1cccnc1	i	i	i	i	i	i	i	i	i	-6.0	i
C#CCN1C(=O)C(O)(c2c(C)[nH]c3ccccc23)c2ccccc21 (configuration not stated)	i	i	i	i	i	i	i	i	i	-9.0	i
Cc1nc2c(Cl)cccc2[nH]1	i	i	i	i	i	i	i	i	i	-1.3	i
CCN(CC)CCCNC(=S)N1CCN(c2nc(-c3ccc(F)cc3)cs2)CC1	i	i	i	i	i	i	i	i	i	-2.1	i
Cc1[nH]c2ccccc2c1/C=N/Nc1nc(N2CCCCC2)nc(N2CCCCC2)n1	i	i	i	i	i	i	i	i	i	24.9	i
Cc1ccc(S(=O)(=O)Nc2nnc(C3CCCCC3)s2)cc1	i	i	i	i	i	i	i	i	i	1.5	i

Overlap with the part before: 2 entries, then new ones.
SMILES	TRPC4 inh	TRPC4 agonist	TMEM16A act	MrgX1 ag	TRPC6 inhibitor	TRPC4 PAM	TRPC6 activator	MrgX1 allo act	ANO1 block	SKKanGAS inh	MrgX1 antag
Cc1[nH]c2ccccc2c1/C=N/Nc1nc(N2CCCCC2)nc(N2CCCCC2)n1	i	i	i	i	i	i	i	i	i	24.9	i
Cc1ccc(S(=O)(=O)Nc2nnc(C3CCCCC3)s2)cc1	i	i	i	i	i	i	i	i	i	1.5	i
Cc1cc(C)n(-c2ccc([N+](=O)[O-])cc2)n1	i	i	i	i	i	i	i	i	i	-7.6	i
N#Cc1nc(-c2ccc(F)cc2)oc1N1CCC(C(N)=O)CC1	i	i	i	i	i	i	i	i	i	-3.6	i
C=CCOC(=O)C1=C[C@H](c2ccc3c(c2)OCO3)C[C@H](OCCCCO)O1	i	i	i	i	i	i	i	i	i	1.9	i
Nn1c(SCC(=O)Nc2ccc3c(c2)OCCO3)nncc1=O	i	i	i	i	i	i	i	i	i	-1.9	i
CCOC(=O)c1c(NC(=O)Cc2ccccc2)sc2c1CCN(CC)C2	i	i	i	i	i	i	i	i	i	0.4	i
CCOC(=O)N1CCN(C(=O)COC(=O)CSc2ccc([N+](=O)[O-])cc2)CC1	i	i	i	i	i	i	i	i	i	-1.9	i
COc1ccc(CCNC(=O)Cn2nnc(-c3ccc(N(C)C)cc3)n2)cc1OC	i	i	i	i	i	i	i	i	i	1.1	i
O=C(CN1CCN(S(=O)(=O)c2ccc(Cl)s2)CC1)N1CCOCC1	i	i	i	i	i	i	i	i	i	-4.2	i
Oc1ccc(Cl)cc1C1=Nc2ccccc2N=C(c2ccco2)C1	i	i	i	i	i	i	i	i	i	5.6	i
C=CCc1cc(Cl)ccc1OCCN1CC(C)OC(C)C1 (configuration not stated)	i	i	i	i	i	i	i	i	i	4.1	i
CC1CN(C(=O)Cn2cnc3c2c(=O)n(C)c(=O)n3C)CC(C)O1 (configuration not stated)	i	i	i	i	i	i	i	i	i	-2.4	i
O=C(COC(=O)/C=C/c1cccs1)NC(=O)Cc1ccccc1	i	i	i	i	i	i	i	i	i	2.1	i
CCOC(=O)Cn1nc(C)n(-c2cccc(Cl)c2)c1=O	i	i	i	i	i	i	i	i	i	0.7	i
O=C(/C=C/c1cccc2ccccc12)N1CCOCC1	i	i	i	i	i	i	i	i	i	-5.9	i
COc1cc(OC)c(/C=N/NC(N)=S)cc1Br	i	i	i	i	i	i	i	i	i	-1.7	i
CNCCCCOc1ccccc1Cc1ccccc1	i	i	nt	i	i	i	i	i	i	4.7	i
CCCCCC(=O)Nc1cccc2ccccc12	i	i	i	i	i	i	i	i	i	6.9	i
COc1ccc(CCNC(=O)CCc2ccsc2)cc1OC	i	i	i	i	i	i	i	i	i	-4.1	i
Cc1ccc(NC(=S)N=Nc2c(O)[nH]c3ccccc23)cc1	i	i	i	i	i	i	i	i	i	73.1*	i
COC(=O)c1cc(NC(=O)CC2SC(=Nc3ccccc3)N(CCc3c[nH]c4ccccc34)C2=O)cc(C(=O)OC)c1 (configuration not stated)	i	i	i	i	i	i	i	i	i	25.1	i
O=C(NCC1CCCO1)c1cc(Br)c(Br)s1 (configuration not stated)	i	i	i	i	i	i	i	i	i	-2.2	i
O=C(O)Cc1sc(Nc2cccc3ccccc23)nc1-c1ccc(F)cc1	i	i	i	i	i	i	i	i	i	9.3	i
O=C(Oc1cccc(NC(=O)c2ccco2)c1)c1cccc(S(=O)(=O)N2CCCCC2)c1	i	i	i	i	i	i	i	i	i	2.3	i
Cc1cc(C(=O)NCc2ccc(F)cc2)c2ccccc2n1	i	i	i	i	i	i	i	i	i	6.7	i
c1ccc2c(c1)CCN(c1nc3cc4c(cc3s1)OCCO4)C2	i	i	i	i	i	i	i	i	i	17.9	i
Continuation:
SMILES	TRPC4 inh	TRPC4 agonist	TMEM16A act	MrgX1 ag	TRPC6 inhibitor	TRPC4 PAM	TRPC6 activator	MrgX1 allo act	ANO1 block	SKKanGAS inh	MrgX1 antag
O=C(Nc1ncccc1O)c1cccc(S(=O)(=O)N2CCc3ccccc32)c1	i	i	i	i	i	i	i	i	i	1.8	i
Cc1ccc(Nc2nnc(-c3ccc(N4CCOCC4)c([N+](=O)[O-])c3)c3ccccc23)cc1	i	i	i	i	i	i	i	i	i	34.9	i
O=C(Cc1ccc(F)cc1)Nc1ccc(S(=O)(=O)N2CCCC2)cc1	i	i	i	i	i	i	i	i	i	0.6	i
CCCC1=Nc2cc(C(=O)NCCCOC(C)C)ccc2Sc2ccccc21	i	i	i	i	i	i	i	i	i	-13.1	i
COc1ccccc1N1CCN(C(=O)CN(C2CCCCC2)S(C)(=O)=O)CC1	i	i	i	i	i	i	i	i	i	1.9	i
Cn1nnnc1SCC1=C(C(=O)O)N2C(=O)C(NC(=O)C3CC3c3ccccc3)C2SC1 (configuration not stated)	nt	i	i	i	i	i	i	i	i	100.8*	i
Nc1ccc(O)c2c(=O)cc(-c3ccccc3Cl)oc12	i	i	i	i	i	i	i	i	i	1.9	i
CN(CC(=O)Nc1ccc(N2CCOCC2)cc1)CC(=O)Nc1ccc([N+](=O)[O-])cc1Br	i	i	i	i	i	i	i	i	i	3.3	i
COc1ccc(Oc2ncnc3sccc23)cc1	i	i	i	i	i	i	i	i	i	6.3	i
CCOc1ccc(NC(=O)N2CCC(C(N)=O)(N3CCCCC3)CC2)cc1	i	i	i	i	i	i	i	i	i	4.4	i
COc1cc(C)ccc1OCCOCCOc1c(C)cc(C)cc1Br	i	i	i	i	i	i	i	i	100*	15.5	i
CCOC(=O)c1c(-c2cccs2)csc1NC(=O)c1ccco1	i	i	i	i	i	i	i	i	i	3.3	i
Cc1ccc(S(=O)(=O)N(C)C)cc1NC(=O)Nc1ccccc1	i	i	i	i	i	i	i	i	i	18.1	i
Cc1ccc(CNC(=O)C2CCC(=O)N(C3CCCC3)C2)c(F)c1F (configuration not stated)	i	i	i	i	i	i	i	i	i	9.6	i
Cc1onc(-c2ccccc2)c1C(=O)OCC(=O)N1CCN(c2ccccc2)CC1	i	i	i	i	i	i	i	i	i	-6.7	i
Cc1cn([C@@H](CCCCNC(=O)OC(C)(C)C)C(=O)NCCCCCCCCCCC(=O)N2CCN(C(=O)OC(C)(C)C)CC2)nn1	nt	nt	i	i	nt	nt	nt	i	i	nt	i
CCc1ccc(-c2ccc(C(=O)O)cc2)nc1	i	i	i	i	i	i	i	i	i	7.0	i
O=C(NCCC1=CCCCC1)C1CCCN(S(=O)(=O)c2cccc3cccnc23)C1 (configuration not stated)	i	i	i	i	i	i	i	i	i	0.1	i
